# PAX8 reporter: lowers PAX8-driven luciferase in RMG-I cells; hit rate 1.2% among 360,000; AID 652154; inhibition, % at 12.6 µM; RMG-I TPO-luciferase reporter, SteadyGlo, 24 h;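 active means mean replicate inhibition at least 60% with every replicate also reaching 60%; inconclusive means only one of the two criteria is met; inactive means mean below 60% and not all replicates reaching 60%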;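 further: luciferase light reporting Pax8 driven TPO promoter activity; plate controls were median of neutral control wells for no effect and mitoxantrone controls for full effect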
# XiGFP reactiv: activators of X-chromosome reactivation in mouse fibroblasts; AID 743238; XiGFP mouse fibroblasts, % GFP-positive cells imaging, 3 d; cells co-treated with 5-aza-dC sensitizer; scaled so ellipticine positive control = 100%; activation, % at 7.58 µM; hit rate 0.055% among 360,000;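 active means mean normalized replicate activation at least 10% and every replicate at or above 10%; inconclusive means only one of the two criteria met; inactive means mean below 10% and not all replicates reach 10%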;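 further: 0% = median of on-plate neutral control wells and 100% = ellipticine 6 µM median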
#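 assay system = SV40-immortalized XiGFP fibroblast cells, line 68-5-11 | buffer or medium = DMEM plus 5-aza-dC sensitizer | doses = single-point pinned compound dosing | times = 3-day compound exposure, then 15 min fixation at room temperature | benchmarks = positive control ellipticine, 6 µM final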
# EWS-Fli inh: blocks EWS/Fli oncoprotein-driven transcription | A673 NR0B1-luciferase reporter, viability-normalised | inhibition, % at 12.6 µM | hit rate 0.67% among 350,000;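 active means mean inhibition of at least 50% after viability correction, with every replicate also passing that limit; inconclusive means mean reaches 50% but only one of two replicates passes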;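 further: firefly luciferase signal divided by Alamar Blue viability fluorescence both relative to DMSO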
# ARNT-TACC3 inh: ARNT/TACC3 interaction disruption; inhibition, % at 9.99 µM; AlphaScreen His-ARNT PAS-B/GST-TACC3 binding, luminescence; TACC3 fragment carries E629A point mutation; Q9Y6A5; hit rate 0.66% among 390,000; AID 623870;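 active means mean inhibition of replicates at least 50% and at least half of replicates each reaching 50%; inconclusive means half or more replicates reach 50% but mean below 50%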;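 further: 0% = complete ARNT plus TACC3 wells and 100% = ARNT alone without TACC3; many hits fall short of the cut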
# INS-1E GSIS act: primary screen for activators of insulin secretion dependent on glucose, INS-1E cells, GLuc reporter luminescence | INS-1E GLuc reporter insulin secretion, 2-3 h | activation, % at 16.6 µM | hit rate 0.61% among 370,000 | AID 743287;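 active means lowest replicate activation of at least 40%, so every replicate reaches that level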;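 further: 0% = median of neutral control wells and 100% = median of IBMX positive control wells; some compounds called inactive have numbers as strong as hits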
# ERp5 inh: inhibitors of human ERp5. Q15084. ERp5 insulin aggregation, absorbance 650 nm, 90 min. inhibition, % at 9.99 µM. hit rate 0.05% among 350,000. AID 651711;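 active means mean replicate inhibition above about 25%, with every replicate also reaching it, limit read from the data, passing the limit was not always enough; inconclusive means only one of those two criteria met; inactive means neither criterion met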
# Target sequence (Q15084 whole entry, looked up): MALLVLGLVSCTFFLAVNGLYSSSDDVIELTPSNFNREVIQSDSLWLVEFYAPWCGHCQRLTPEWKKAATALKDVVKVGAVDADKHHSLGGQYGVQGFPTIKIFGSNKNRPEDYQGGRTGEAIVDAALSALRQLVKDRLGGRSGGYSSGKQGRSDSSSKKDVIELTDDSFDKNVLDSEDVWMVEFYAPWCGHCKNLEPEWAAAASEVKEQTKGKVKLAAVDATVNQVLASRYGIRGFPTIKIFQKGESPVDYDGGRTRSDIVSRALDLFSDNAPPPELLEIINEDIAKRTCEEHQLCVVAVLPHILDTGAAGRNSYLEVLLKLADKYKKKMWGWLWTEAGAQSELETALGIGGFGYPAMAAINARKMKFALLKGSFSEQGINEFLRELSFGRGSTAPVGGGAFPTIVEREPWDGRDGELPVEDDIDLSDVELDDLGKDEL
# CFTR F508del cor: correctors of CFTR F508del function in bronchial epithelial cells; CFBE cells, YFP halide quenching; stimulated with forskolin plus potentiator P3; % fluorescence drop versus neutral controls; activity (quench increase), % at 7.58 µM; hit rate 0.36% among 350,000; AID 720511;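 active means mean added fluorescence quench of at least 8% versus neutral control, with both replicates also reaching 8%; inconclusive means only one of the mean or replicate conditions met; inactive means mean below 8% and not both replicates reaching 8%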;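 further: cells transiently co-express mutant CFTR-F508del with the halide-sensitive YFP; corrector assay measuring rescue of mutant channel to the surface after 24 h compound exposure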
# DENV2 CPE rescue: DENV2-induced cell death inhibition; CPE inhibition, % at 9.99 µM; hit rate 1.7% among 350,000; DENV2-infected cells, cytopathic effect rescue, plate reader; in the data active means CPE inhibition above about 20%, passing the limit was not always enough; inconclusive means no clear call, values can overlap the other calls; tested in BHK-21 cells;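 further: 0% = median of neutral control wells and 100% = median of positive control wells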
# * = called active by the depositor; ? = inconclusive; nt = not tested or not shown; & = joins results of further samples. Outcome played no part in choosing rows; any-hit rate near 4.2%.
molecule,PAX8 reporter,XiGFP reactiv,EWS-Fli inh,ARNT-TACC3 inh,INS-1E GSIS act,ERp5 inh,CFTR F508del cor,DENV2 CPE rescue
COC(=O)c1sc(NC(=O)COc2c(C)cccc2C)nc1C,-3,0.1,-8,10,-9,-1,-1.5,5
NC(=O)NC(Cc1ccccc1)c1ccccc1 (stereo not drawn),nt,nt,4,0,-13,-3,1.8,-10
CCOCCCn1c(=S)[nH]c2cc(C(=O)NC3CCCCC3C)ccc2c1=O (stereo not drawn),-7,0.0,nt,-25,19,-2,-0.2,0
CC1CCN(C(=O)COc2ccc(S(=O)(=O)N3CCCC3)cc2)CC1,-15,0.2,nt,-6,-23,-7,-0.9,13
CC(=O)SC1CC(=O)C=C2CCC3C4CCC(=O)OC4(C)CCC3C21C (stereo not drawn),6,0.0,-7,-2,-13,-9,-4.1,0
COc1ccc(NC(=O)Nc2ccc3c(c2)[C@@H]2C[C@H](CC(=O)N(C)C)O[C@@H](CO)[C@@H]2O3)cc1,nt,0.3,6,4,2,-3,5.7,-4
C[C@H](CO)N1C[C@H](C)[C@@H](CN(C)C(=O)c2ccc(N3CCN(C)CC3)cc2)OCc2cn(nn2)CCCC1=O,-17&-4&8,-0.1&-0.1,1&-11&6,1,8&20,-3&2,-1.3&2.9&-5.1,13&2
Cc1cnc(C(=O)OCC(=O)N(C)CC(=O)Nc2ccccc2Cl)cn1,-5,0.5,-2,0,-3,-3,0.3,0
OC(CN1C2=NCCN2c2ccccc21)c1ccccc1 (stereo not drawn),nt,nt,7,-1,5,-3,-3.0,5
Cc1ccc(C(=O)NCc2cccnc2)cc1S(=O)(=O)Nc1ccccc1,12,0.0,-3,-3,-7,-5,-1.5,-3
COc1cccc(S(=O)(=O)N(C)C[C@@H]2Oc3ncc(-c4ccccc4)cc3C(=O)N([C@H](C)CO)C[C@@H]2C)c1,nt,-0.3,9,-4,-16,-1,-0.8,-6
Cc1cccc(C(=O)N[C@H](C(=O)Nc2ccc(C)c(S(=O)(=O)N(C)C)c2)C(C)C)c1,15,0.0,8,1,-1,-5,0.1,-4
Cc1noc(C)c1NC(=O)N(C)C[C@@H]1OCCCC[C@H](C)Oc2ccc(NC(=O)CCC(F)(F)F)cc2C(=O)N([C@H](C)CO)C[C@@H]1C,-2,-0.6,-7,-9,5,1,0.3,-3
CC=Cc1ccc2n(c1=O)C[C@@H]1[C@@H](CO)[C@H](C(=O)NCC3CC3)N(CC3CCOCC3)[C@H]21 (mixture of isomers),-8,0.2,-18,-4,5,2,0.3,-3
CCC(=O)N(C)C[C@H]1Oc2cc(C#CC3(O)CCCC3)ccc2S(=O)(=O)N([C@H](C)CO)C[C@H]1C,nt,-0.9,-2,-2,1,-6,1.6,19
CC[C@H](C)[C@@H](C(=O)N1CCNCC1)n1cc([C@@H](N)Cc2ccc(O)cc2)nn1,5,0.1,-9,-4,20,-2,-0.6,4
CCS(=O)(=O)NCC[C@H]1CC[C@H](NC(=O)C2CCC2)[C@H](CO)O1,-4,-1.0,1,20,15,11,-1.0,17
CO[C@H]1CN(C)C(=O)c2ccc(NC(=O)C3CC3)cc2OC[C@@H](C)N(Cc2cccnc2)C[C@@H]1C,7,-0.1,0,-8,29,-3,-0.2,2
COc1ccc(NC(=O)/C=C/c2ccc3c(c2)OCO3)cc1,-124,0.1,-115,-1,3,-2,0.0,-2
Cc1ccc(N2CCN(CCCN3C(=O)C4CCCN4C3=O)CC2)cc1 (stereo not drawn),45,0.1,1,-25,nt,3,-3.2,11
COc1ccc(-c2csc(/N=C/N(C)C)n2)cc1OC,-91,0.0,-39,-5,35,18,3.1,6
CO[C@H]1CN(C)C(=O)c2cc(NC(=O)NC3CCCC3)ccc2OC[C@@H](C)N(CC2CC2)C[C@H]1C,-9,-0.1,nt,nt,4,0,-0.7,11
O=C(C[C@H]1C=C[C@H](NC(=O)C2CCC2)[C@@H](CO)O1)NCCCN1CCOCC1,-3,-0.1,0,-6,6,-3,0.0,7
Cc1nc(SCc2nc3ccc([N+](=O)[O-])cc3[nH]2)c2oc3ccccc3c2n1,44,-0.1,-3,7,2,-1,4.2,-17
COCC(=O)Nc1ccc2c(c1)C(=O)N(C)C[C@@H](OC)[C@H](C)CN(C(C)=O)[C@@H](C)CO2,nt,0.6,7,9,20,-2,-1.8,32*
Cc1c(C(=O)OCC(C)C)[nH]c2c1C(=O)CC(c1ccco1)C2 (stereo not drawn),68*,1.6,53*,2,-4,11,-3.3,4
COc1ccc(S(=O)(=O)N(C)C[C@H]2OCc3cnnn3CCCC(=O)N([C@@H](C)CO)C[C@@H]2C)cc1,3,-0.1,-6,3,-7,-1,1.9,-3
CCN(CC)c1ccc(/C=N/NC(=O)c2c(Cl)cnn2C)c(O)c1,53,-0.1,nt,66*,-10,nt,nt,nt
CC(=O)OC[C@]1(OC(C)=O)C[C@@]23CC[C@H]4[C@@](C)(CCC[C@@]4(C)C(=O)O)[C@@H]2CC[C@@H]1C3,-13,0.0,6,-2,-13,-2,0.3,11
CCc1cc2c3c(c1)C1(C(=O)N3C(C)(C)C=C2C)C(C#N)=C(N)Oc2[nH]c(=O)[nH]c(=O)c21 (stereo not drawn),29,0.0,7,2,-14,3,-1.1,-7
O=C(CSc1c2c(nc3cc(Cl)ccc13)CCCC2)NCCN1CCOCC1,18,0.5,-9,-11,2,0,nt,-7
Cc1ccc(NC(=O)COC(=O)Cc2ccsc2)cc1S(=O)(=O)N(C)C,-10,-0.1,-2,-4,-16,-6,0.0,9
OCCN(Cc1ccccc1)C(=S)NC1CCCCC1,10,0.0,7,-1,0,-1,-0.1,-1
CCOC(=O)c1c(NC(=O)C2(C)Cc3ccccc3C(=O)O2)sc2c1CCCC2 (stereo not drawn),1,0.1,1,-2,4,2,nt,4
CCN1CCN(c2cc(C)nc(-c3ccccc3O)n2)CC1,-10,0.0,-2,-4,-6,-2,2.6,8
CC(C)OC(=O)CC1C(=O)NCCN1C(=S)NC(=O)c1ccccc1Cl (stereo not drawn),9,0.1,0,-6,0,-4,2.8,4
O=C(CSC1=NCCS1)Nc1ccc(F)cc1,-5,0.1,6,0,6,?,0.6,-2
CN1CCN(c2ccc(NC(=O)c3ccc(Oc4ccccc4)cc3)cc2)CC1,-13,0.2,-4,4,50*,2,0.0,0
Cc1ccc2c(c1)c1c(n2CC(O)CN2CCCCC2C)CCCC1 (stereo not drawn),17,-0.1,1,10,-13,?,0.7,-6
C[C@@H]1CN([C@H](C)CO)C(=O)Cc2cc(NC(=O)Nc3ccccc3)ccc2O[C@H]1CN(C)Cc1ccccc1,-39,0.1,-2,-5,-6,-1,0.4,-3
Cc1c(C(=O)N2CCN(c3ccccc3)CC2)sc2nc3n(c(=O)c12)CCC3,1,0.0,nt,2,2,3,-3.3,5
COC(=O)c1ccc2c(c1)c(C#Cc1ccccc1)c(-c1ccccc1)n2C,1,0.5,-8,-3,10,-14,-0.8,6
N#C/C(=C\c1ccc(OCCN2CCOCC2)cc1)C(=O)Nc1ccccc1F,nt,0.2,1,3,-47,3,-1.5,0
C/C=C/c1ccc([C@H]2[C@@H](CO)N(C(=O)CC)[C@@H]2CNC(=O)CC)cc1,-8,0.0,-2,-10,3,0,1.8,0
Cc1ccc(S(=O)(=O)N(C)C)cc1NC(=O)CSc1nc2ccccc2[nH]1,-2,1.5,nt,4,-3,nt,nt,nt
CCN(CC(=O)NCCCN1CCOCC1)S(=O)(=O)c1cc(Cl)ccc1Cl,47,0.0,0,14,5,2,0.2,2
Cc1noc(C)c1NC(=O)Nc1cccc2c1O[C@H](CN(C)Cc1ccc3c(c1)OCO3)[C@@H](C)CN([C@@H](C)CO)C2=O,-4,0.1,0,2,-7,5,1.0,21*
Cc1noc(C)c1NC(=O)N(C)C[C@@H]1Oc2ccc(NC(=O)CCC(F)(F)F)cc2CC(=O)N([C@@H](C)CO)C[C@H]1C,-3,-1.2,-3,10,30,1,1.0,-1
O=C(C[C@H]1C[C@H](C(=O)N2CCCCC2)[C@@]2(CCc3ccccc3)c3[nH]c4ccc(Cl)cc4c3CCN2C1=O)NCc1cccc(C(F)(F)F)c1,-17,-0.1,1,0,0,0,-0.1,-7
COc1ccccc1-c1cccc2[nH]c3c(c12)CCN1C(=O)[C@H]2[C@H](C)ON(C)[C@H]2C[C@@H]31,6,0.1,-14,nt,-6,0,-2.0,10
COc1cc2cnc(Cl)nc2cc1OC,8,0.0,nt,2,61*,nt,nt,nt
C[C@@H]1CN([C@H](C)CO)C(=O)CCCn2cc(nn2)CO[C@H]1CN(C)S(C)(=O)=O,-6&-17,0.0&0.2,1&4&-1,-7&-2,13&3,8&-3&-4,-0.9&4.2&-2.0,0&-1&-3
Cn1c(=O)c2c(ncn2CC(=O)Nc2nccs2)n(C)c1=O,-1,0.1,16,0,32,-1,0.5,-1
CC(=O)Nc1ccccc1NC(=O)COc1cccc2ccccc12,20,0.0,nt,-1,-12,3,0.3,-5
CCCCn1c(N)c(N(Cc2ccccc2OC)C(=O)C(C)Oc2ccc(Cl)cc2)c(=O)[nH]c1=O (stereo not drawn),nt,0.0,4,-1,-19,7,0.3,-15
O=C(CCN1CCCCC1)NCC[C@H]1CC[C@@H](NC(=O)C2CCCC2)[C@H](CO)O1,-8,-0.5,-6,-5,5,3,-1.9,7

# Other structures:
molecule,PAX8 reporter,XiGFP reactiv,EWS-Fli inh,ARNT-TACC3 inh,INS-1E GSIS act,ERp5 inh,CFTR F508del cor,DENV2 CPE rescue
C[C@H]1CN([C@@H](C)CO)C(=O)c2cc(NC(=O)Nc3ccc(F)cc3)ccc2O[C@H]1CN(C)S(=O)(=O)c1cn(C)cn1,-14,-0.1,-6,nt,2,-1,0.8,1
CC(C)(C)[S@](=O)N1Cc2cc(C(=O)O)nc(-c3cccc(-c4ccc(F)cc4)c3)c2[C@@H]1CCO,-3,0.0,-10,nt,4,0,-0.1,-11
COc1ccc(/C=C/c2nc(-c3ccccc3)cc(=O)[nH]2)cc1,-9,0.0,-5,31,-2,-4,2.7,-6
CC(C)c1ccc(S(=O)(=O)N2CCN(C(=O)CCNC(=O)Nc3ccccc3)CC2)cc1,-7,0.0,0,2,-24,7,-1.0,-8
C[C@H](CO)N1C[C@H](C)[C@H](CN(C)C(=O)Nc2cccc(F)c2)Oc2cc(/C=C/c3ccccc3)ccc2S1(=O)=O,20,-0.7,29,-18,-5,1,-1.8,-9
COc1ccc(NC(=O)Nc2ccc3c(c2)C(=O)N([C@H](C)CO)C[C@H](C)[C@@H](CN(C)S(C)(=O)=O)OCCCC[C@@H](C)O3)cc1,-19,-0.1,-14,0,15,0,1.4,7
CCCc1nc2oc3c(Cl)ncnc3c2c2c1CCCC2,10,0.1,5,-5,0,5,1.6,1
Cc1nn(C(C)C(=O)NCC2CCCO2)c(C)c1[N+](=O)[O-] (stereo not drawn),5,nt,5,-11,2,-5,-1.3,-3
Cc1ccccc1N1CC(=O)Nc2c(oc3nc(-c4ccccc4)cc(C)c23)C1=O,32,0.2,6,-1,-2,4,nt,-1
Cc1cccnc1NC(=O)CNC(=O)C12CC3CC(CC(Cl)(C3)C1)C2,7,0.1,0,6,26,-7,-4.6,6
